Assay outcomes from PubChem.
BCR signal inh – qHTS Assay to Find Inhibitors of Chronic Active B-Cell Receptor Signaling. ABC-DLBCL IkBa-CBG/CBR reporter, luminescence ratio, 4 h. Potency, µM (titrated, usually from 46.1 µM), for inactives: top-dose ratio change, negative = lower green/red ratio, actives largely listed as inhibitors. 340,000 compounds, 0.05% hits. AID 493014, 2011; active = well fitted inhibition curve with a large enough effect in the signal ratio, with a control signal flat, not every such curve was filed as active; inconclusive = small, poorly fitted or top-dose-only effect, or effect the other way, or a change in a side signal; the % refers to the signal ratio;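 note: potency is the fitted concentration of half-maximal effect; plate controls were basal doxycycline-induced cells for no effect and cells given 10 µM MG132 for full effect; MG132 reads +100%, hits lower the ratio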
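Cell line TMD8 (human ABC DLBCL), stably expressing tet-inducible CBG68-IkBa fusion and CBR; IMDM/0.5% FBS; cpd up to 46 uM; dox induction, 4 h, 37C/5% CO2; dual luminescence; green/red ratio; MG132 control.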
Tb PFK inh – qHTS Assay to Find Inhibitors of T. brucei phosphofructokinase. T. brucei PFK, ADP-Glo luminescence. 330,000 compounds, 0.17% hits. Potency, µM (highest dose often 57.5 µM), for the others: at the highest dose activity, negative = inhibition, hits mostly inhibitors;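 note: potency is the fitted concentration of half-maximal effect; 0% = uninhibited 1x PFK enzyme wells and -100% = no-enzyme wells; nearly all actives have a fitted effect of over 60% in size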
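Luminescent ADP detection (ADP-Glo, two-step: ATP depletion then ADP-to-ATP conversion for luciferase) reported PFK activity after 45 min room-temperature reaction of 1.25 nM enzyme with 0.5 mM F6P and 0.1 mM ATP at pH 8.0.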
PKM2 activator – qHTS Assay for Activators of Human Muscle isoform 2 Pyruvate Kinase; Pyruvate kinase PKM (Homo sapiens), P14618; purified PKM2, Kinase-Glo ATP luminescence, activation; response scale: 0% is enzyme alone, no compound; Potency, µM (series often up to 57.5 µM), without a hit: top-dose activation, actives largely listed as activators; 260,000 compounds, 0.34% hits; note: potency is the fitted concentration of half-maximal effect; % is set by controls: 0 for no effect and ±100 for the full control effect; nearly all actives have a fitted effect of over 55% in size
Target sequence (P14618 whole entry, looked up, canonical isoform): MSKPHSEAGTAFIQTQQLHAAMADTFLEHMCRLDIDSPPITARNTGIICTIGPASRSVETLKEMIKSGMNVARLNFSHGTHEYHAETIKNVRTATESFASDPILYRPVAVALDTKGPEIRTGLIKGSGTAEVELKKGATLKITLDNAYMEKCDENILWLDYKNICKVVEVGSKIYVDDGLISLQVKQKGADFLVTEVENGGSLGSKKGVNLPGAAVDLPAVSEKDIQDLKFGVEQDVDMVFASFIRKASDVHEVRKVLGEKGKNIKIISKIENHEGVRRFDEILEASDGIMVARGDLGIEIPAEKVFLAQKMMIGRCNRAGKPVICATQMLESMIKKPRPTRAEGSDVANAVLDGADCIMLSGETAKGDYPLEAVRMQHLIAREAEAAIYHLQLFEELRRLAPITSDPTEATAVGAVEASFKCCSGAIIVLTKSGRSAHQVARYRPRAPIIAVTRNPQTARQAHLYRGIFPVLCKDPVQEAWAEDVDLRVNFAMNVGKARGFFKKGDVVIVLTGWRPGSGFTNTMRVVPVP
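hPK-M2, >95% pure; 0.1 mM ADP / 0.5 mM PEP final; imidazole pH7.2 buffer w/ 7 mM MgCl2, 50 mM KCl; 1 h RT; Kinase-Glo lum. Intermediate enzyme activity for dual inhibitor/activator qHTS.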
S-ASM inh – Inhibitors of Secretory Acid Sphingomyelinase (S-ASM): qHTS. placental ASM, HMU-PC fluorogenic substrate, 60 min. Sphingomyelin phosphodiesterase (Homo sapiens), P17405. 340,000 compounds, 0.006% hits. Potency, µM (doses to about 57.5 µM), inactives show top-dose activity change, negative = inhibition, hits mostly inhibitors; note: potency is the fitted concentration of half-maximal effect
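Human placenta-derived ASM preincubated with compound 10 min at room temperature, then reacted with 9 uM (final) fluorogenic HMU-PC substrate for 60 min at 37 C. Stop solution raises pH to 10; fluorescence read at Ex 386/Em 447 nm.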
TSG101-PTAP inh – qHTS Assay for Iinhibitors of HIV-1 Budding by Blocking the Interaction of PTAP/TSG101. Fluorescence polarization, FITC-PTAP peptide / Tsg101 binding. Potency, µM (doses to about 115 µM), for the others: at the highest dose activity change, negative = inhibition, most hits filed as inhibitors. 340,000 tested, under 10 active. AID 493005, 2010; active = well fitted inhibition curve with a large enough effect in the main read-out, with a control signal flat, not every such curve was filed as active; inconclusive = small, poorly fitted or top-dose-only effect, or effect the other way, or a change in a side signal; inactive = no such curve, though single readings can be large or run the other way; note: potency is the fitted concentration of half-maximal effect; % of control where 0% means no effect
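Compounds were pin-transferred onto Tsg101 binding domain (10 uM final) in HEPES pH 7.5 buffer, then FITC-PTAP peptide was added at 50 nM final. After 20 min at RT, polarization reported peptide displacement across a qHTS concentration series.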
B2AR arrestin – qHTS assay of beta-arrestin-biased ligands of beta2-adrenergic receptor. Beta-2 adrenergic receptor (Homo sapiens), P07550. beta-arrestin recruitment to beta2AR, cell-based reporter. Potency, µM (titrated, usually from 46.1 µM), for the others: top-dose activation, actives largely listed as activators. 330,000 compounds, 0.02% hits. AID 492947, 2010;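 note: potency is the fitted concentration of half-maximal effect; 0% = DMSO controls and full agonism = EC100 isoproterenol or metaproterenol; nearly all actives have a fitted effect of over 65% in size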
GALK inhibitor – qHTS Assay for Inhibitors of Human Galactokinase (GALK); Purified GALK, Kinase-Glo residual ATP luminescence; 270,000 compounds, 0.007% hits; Potency, µM (titrated, usually from 57.5 µM), inactives show at the highest dose activity change, negative = inhibition, actives largely listed as inhibitors; P51570; note: potency is the fitted concentration of half-maximal effect; % is set by controls: 0 for no effect and ±100 for the full control effect
Target sequence (P51570 whole entry, looked up): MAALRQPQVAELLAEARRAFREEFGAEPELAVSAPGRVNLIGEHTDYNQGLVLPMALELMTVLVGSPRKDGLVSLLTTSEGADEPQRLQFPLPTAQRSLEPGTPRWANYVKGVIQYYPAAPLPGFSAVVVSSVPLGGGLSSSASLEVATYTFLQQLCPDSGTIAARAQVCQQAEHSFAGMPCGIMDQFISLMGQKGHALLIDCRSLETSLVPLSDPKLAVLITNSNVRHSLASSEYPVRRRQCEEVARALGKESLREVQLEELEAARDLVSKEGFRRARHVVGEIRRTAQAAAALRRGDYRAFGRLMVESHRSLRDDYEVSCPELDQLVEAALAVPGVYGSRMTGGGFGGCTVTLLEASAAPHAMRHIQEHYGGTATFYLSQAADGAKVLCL
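Human GALK (5 nM) with 35 uM ATP and 100 uM galactose in 20 mM HEPES pH 8.0, 5 mM MgCl2, 60 mM NaCl, 1 mM DTT, 0.01% BSA. After 1 h at room temperature, leftover ATP was read by Kinase-Glo Plus luminescence.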
Integrin act MD – qHTS for Activators of Integrin-Mediated Alleviation for Muscular Dystrophy; Potency, µM (doses to about 38.3 µM), without a hit: at the highest dose activation, usual class: activators; 350,000 compounds, 0.064% hits; alpha7betagal myoblasts, beta-gal FDG fluorescence, 48 h;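 note: potency is the fitted concentration of half-maximal effect; 100% = response of the positive control SU9516; nearly all actives have a fitted effect of over 60% in size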
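alpha7betagal+/- myoblasts (passage 13, 250/well) treated 48 h at 37C with compounds at 1:260 dilution of DMSO stock. Lysed, then beta-galactosidase activity read as FDG fluorescence (ex 480/em 540) after 30 min, with pre-read for autofluorescence.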
Giardia killer – Small Molecules that selectively kill Giardia lamblia: qHTS | Giardia lamblia trophozoite viability | activity change, % at 7.66 µM, hits read low | 340,000 compounds, 0.15% hits | AID 540267, 2011; in the data active = activity change below about -80%; inconclusive = between about -30% and that limit;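 note: parasites exposed to compound for two days anaerobically before the ATP read; % is set by controls: 0 for no effect and ±100 for the full control effect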
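Each well holds 100 Giardia trophozoites and compound. After two days (48 hrs) at 37 deg C in anaerobic conditions, ATP is quantified by luminescence.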
FBPA coupling cs – qHTS Assay for Inhibitors of Fructose-1,6-bisphosphate Aldolase from Giardia Lamblia: Coupling assay counterscreen; activity change, negative = inhibition, % at 58.2 µM, hits read low; 290,000 compounds, 0.67% hits; coupling enzyme system counterscreen, AmpLite Red fluorescence; AID 2472, 2010; in the data active = activity change below about -30%; note: % is set by controls: 0 for no effect and ±100 for the full control effect
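Coupling enzymes only (glyceraldehyde-3-phosphate) + compound, at 57.5 uM final, 10 min RT; add substrate/coupling/AmpLite Red mix, 20 min RT; fluorescence ex 525/em 598 nm. Actives flag coupling-system interference.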
Menin-MLL TR inh – qHTS Assay for Inhibitors Targeting the Menin-MLL Interaction in MLL Related Leukemias: Competition With Texas Red Labeled MLL-derived Mutant Peptide. Menin + Texas Red MLL mutant peptide, fluorescence polarization. 270,000 compounds, 0.23% hits. AID 1768, 2009. Potency, µM (doses to about 61.6 µM), without a hit: at the top dose FP activity change, negative = inhibition, hits mostly inhibitors; active = well fitted inhibition curve with a large enough effect in the polarisation, with a control signal flat, not every such curve was filed as active; inconclusive = small, poorly fitted or top-dose-only effect, or effect the other way, or a change in a side signal; inactive = no such curve, though single readings can be large or run the other way; the % refers to the polarisation; note: potency is the fitted concentration of half-maximal effect; % of control where 0% means no effect; many of its hits are not listed in these tables
Numbers without * were called inactive; ? = inconclusive; . = no result given; & = joins results of further samples; [ ] = dose if it differs, or a comment. Unless noted, calls come from the whole dose curve; as a rule, active = well fitted curve in the direction sought with a large enough effect; inconclusive = small, poorly fitted or top-dose-only effect, or another doubt; inactive = no such curve, though single readings can be large; an effect the other way counts as inactive or inconclusive. The list is partial, so the mix of outcomes need not match the whole.

mol	BCR signal inh	Tb PFK inh	PKM2 activator	S-ASM inh	TSG101-PTAP inh	B2AR arrestin	GALK inhibitor	Integrin act MD	Giardia killer	FBPA coupling cs	Menin-MLL TR inh
COC(=O)c1cc(S(=O)(=O)NCC2CCN(Cc3ccc(C)cc3)CC2)c[nH]1	0.5%	2.1%	.	-0.7%	-3.3%	-0.3%	-0.6%	-0.9%	7.8	0.9	2.3%
C=CCn1c(COc2ccccc2OC)nc2ccccc21	-0.9%	3.7%	?	2.5%	-0.8%	-0.2%	-0.7%	3.2%	-11.5	-0.1	-10.8%
Cc1ccc(C)c(S(=O)(=O)N/N=C2/CCCc3ccccc32)c1	-20.9%	2.0%	1.9%	-2.2%	-5.6%	0.0%	0.2%	8.6%	-15.0	0.3	-0.5%
CCn1c(COc2ccccc2)nnc1SCC(=O)NC1CCCCC1	-1.3%	4.2%	-5.6%	4.9%	-0.4%	-0.4%	-0.8%	5.6%	-5.8	-0.1	-17.2%
CC1CCN(c2c(NCc3ccc(C(=O)NCc4ccccc4)cc3)c(=O)c2=O)CC1	-7.5%	-8.9%	3.9%	2.5%	0.0%	-0.5%	1.0%	1.5%	12.4	2.9	.
COC(=O)Cn1cnc2c(C#N)c3n(c2c1=O)CCCCC3	8.6%	-11.6%	-0.6%	5.5%	-5.8%	-0.2%	3.0%	-11.4%	0.6	-0.7	4.3%
Cc1cccc(NC(=S)N2CCC(c3nc4ccccc4o3)CC2)c1C	-0.4%	1.0%	-0.1%	-1.2%	-4.4%	-0.5%	-3.2%	-9.5%	2.9	3.2	7.3%
Cc1sc2nc(COC(=O)c3ccc(Cl)c(N)c3)[nH]c(=O)c2c1C	?	-4.4%	-5.2%	-13.6%	1.0%	-0.8%	4.9%	-15.0%	-6.9	-0.8	.
O=C(OC1CCCCC1=O)c1cccc(S(=O)(=O)N2CCOCC2)c1 (stereo unspecified)	9.6%	-11.0%	.	0.9%	-0.3%	-0.3%	.	20.3%	-6.3	.	.
CC(=O)NCCOC(=O)Nc1ccncc1	?	-0.3%	-0.2%	7.7%	-2.1%	-0.2%	-0.1%	15.2%	-7.0	2.3	4.8%
O=C(O)c1ccc2c(c1)C(=O)N([C@]1(C(=O)O)C[C@H]1c1ccccc1)C2=O	0.5%	5.3%	.	.	.	-0.1%	.	.	.	3.7	1.6%
Cc1cccc(N2CC(C(=O)NCC3COc4ccccc4O3)CC2=O)c1C (stereo unspecified)	-2.2%	-3.3%	.	-0.2%	-0.7%	-1.7%	.	15.3%	?	.	.
Cc1ccccc1-c1cc2c(nn1)-c1ccccc1C2=O	4.8%	-4.8%	-47.0%	-1.6%	-3.4%	0.1%	4.7%	-24.1%	-18.2	-39.5*	?
CC1CCCN(C(=O)c2ccc3c(c2)OCCO3)C1 (stereo unspecified)	-0.1%	-2.7%	.	6.4%	0.0%	-0.2%	.	-16.8%	-25.1	.	.
O=C1CCC(=O)N1c1ccc(-c2nc3sc4c(c3c(=O)o2)CCC4)cc1	-2.5%	0.9%	-0.6%	7.8%	-3.3%	0.0%	-2.5%	10.5%	18.2	1.8	.
Cc1ccc(NC(=O)C(CC(C)C)NC(N)=O)cc1Cl (stereo unspecified)	9.1%	-3.2%	2.0%	3.0%	-2.2%	-0.4%	-0.5%	8.0%	11.7	1.9	-16.8%
CC(=O)c1c(C)[nH]c(C(=O)Nc2cc(C)ccc2C)c1C	6.9%	2.9%	11.3%	-0.8%	-1.8%	0.1%	2.5%	19.0%	-1.9	-1.1	-0.8%[11.7 µM]
COC(=O)[C@@H]1C[C@@]2(O)[C@H](O)[C@H](O)[C@H](O)C[C@H]2N1Cc1ccc(-c2ccccc2)cc1	0.3%	-0.9%	-1.4%&-4.4%	-1.0%	-8.9%	0.0%	3.6%	20.5%	-4.8	0.2&5.9	5.9%
O=C(Nc1ccc2c(c1)OCO2)C1CCN(C(=O)CSc2ncnc3ccccc23)CC1	?	2.9%	-0.9%	-2.9%	-1.4%	0.3%	3.5%	-28.4%[7.66 µM]	-23.1	-5.7	6.0%
c1ccc2oc(CCc3nc4ccccc4o3)nc2c1	2.7%	-3.2%	-2.6%	4.8%	-3.5%	0.5%	3.3%	30.6%	-4.7	3.8	4.0%
CCOC(=O)c1sc(NC(=O)CSc2nccc(C)n2)nc1C	?	-8.9%	-0.1%	0.3%	0.3%	0.2%	-0.8%	-33.8%	0.3	3.6	4.5%
O=C(Nc1ccccc1N1CCOCC1)c1cc(-c2ccncc2)nc2ccccc12	0.8%	2.7%	-1.2%	0.8%	-1.3%	-0.3%	4.0%	32.3%	-13.9	1.5	-5.3%
Cc1cccc(N2CCN(C(=O)Cc3ccccc3[N+](=O)[O-])CC2)c1C	-7.0%	0.2%	-4.6%	2.4%	-0.4%	-0.1%	-1.3%	0.0%	12.0	2.1	?
O=C(COC(=O)/C=C/c1nc2ccccc2s1)Nc1cccc(Cl)c1Cl	0.9%	-2.0%	0.7%	5.2%	-1.3%	-0.3%	0.6%	-25.7%	-16.8	-1.6	-24.3%
CNC(=O)c1ccsc1NC(=O)CCS(=O)(=O)c1ccccc1	0.6%	0.2%	-4.4%	-0.2%	-0.1%	-0.1%	-2.4%	-38.0%	21.8	1.0	11.1%
COC(=O)c1ccc(OC(=O)c2ccc(OC)c(OC)c2)c(OC)c1	-2.0%	4.2%	-4.0%	-2.2%	-2.5%	-0.4%	1.0%	25.4%	4.1	-0.3	-2.0%
COc1ccccc1N1CCN(Cc2cc(=O)c(OCC(=O)NC(C)C)co2)CC1	-4.3%	1.9%	.	-0.6%	-0.1%	-0.2%	3.5%	19.3%	8.7	.	.
CCCCC(c1nnnn1C(C)C)N1CCN(C(=O)c2ccco2)CC1 (stereo unspecified)	-11.2%	1.3%	0.9%	2.5%	-1.7%	-0.4%	8.9%	0.0%	-7.1	4.0	-12.4%
COC(=O)C1=C(O)C(C(=O)OC)C(c2ccc(C)cc2)C(C#N)(C#N)C1c1ccc(C)cc1 (stereo unspecified)	-2.3%	-1.8%	3.5%	0.8%	-1.1%	-0.6%	-1.8%	-64.5%[inhibitor]	-3.8	1.1	?
N#Cc1c(-c2ccc3c(c2)OCO3)cc[nH]c1=O	-0.6%	-0.2%	.	6.7%	-4.6%	0.6%	-2.0%	-14.4%	12.6	0.5	-30.0%
Nc1nonc1-n1nnc(C(=O)N/N=C/c2cccs2)c1CSc1ccccc1	?	-4.1%	4.8%	-2.9%	-2.5%	0.2%	7.5%	8.6%	5.9	-1.1	-13.9%
CCCSc1nsc(NC(=O)Nc2ccc(F)cc2F)n1	?	2.3%	-0.5%	-17.4%	-0.5%	-0.4%	4.1%	-8.0%	-1.7	-5.1	35.9%[activator]
O=C(NC1=NCCS1)c1cccc(OC(F)F)c1	-0.3%	0.2%	0.8%	-0.3%	-3.0%	-0.7%	7.3%	5.7%	5.9	1.5	16.3%
COc1ccc2c3c([nH]c2c1)C(C)N(C(C)=O)CC3 (stereo unspecified)	?	-3.3%	-5.9%	0.1%	-1.1%	0.3%	-2.0%	-17.4%	36.0[activator]	-1.8	7.0%
COc1cc2c(cc1NC(=O)C(C)N1CCN(S(=O)(=O)c3ccc(C)c(C)c3)CC1)oc1ccccc12 (stereo unspecified)	-15.8%	-3.2%	7.6%	2.4%	-3.6%	-1.5%	-0.1%	10.6%	-2.0	4.4	-2.9%
Cc1ccnc2nc(C(=O)OCC(=O)NC(=O)NCc3ccco3)nn12	-1.3%	-3.2%	1.5%	3.4%	-4.4%	0.0%	1.0%	17.2%	-7.7	3.1	18.5%
